TDP2 inh: blocks human TDP2 phosphodiesterase activity | O95551 | recombinant TDP2, T5PNP hydrolysis, p-nitrophenol absorbance 415 nm | inhibition, % at 12.8 µM | 370,000 tested, 0.34% active | AID 720702;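 active means inhibition above the mean of all tested compounds plus 3 SD, set per campaign, cut at about 25% in these data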;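 further: 0% = DMSO with enzyme and 100% = buffer with substrate but no TDP2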
Target sequence (O95551 whole entry, looked up): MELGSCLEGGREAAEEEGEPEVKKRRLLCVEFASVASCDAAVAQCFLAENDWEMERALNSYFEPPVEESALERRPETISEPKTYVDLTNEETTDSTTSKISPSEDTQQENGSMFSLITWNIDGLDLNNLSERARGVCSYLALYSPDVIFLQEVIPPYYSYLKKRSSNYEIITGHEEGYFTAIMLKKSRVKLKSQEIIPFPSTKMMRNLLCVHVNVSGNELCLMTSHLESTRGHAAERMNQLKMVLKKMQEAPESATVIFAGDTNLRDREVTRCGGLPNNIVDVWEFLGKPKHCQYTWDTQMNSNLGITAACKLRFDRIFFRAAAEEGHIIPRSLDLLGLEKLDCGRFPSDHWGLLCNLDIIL
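Incubation: 2 h at 37 °C; Test system: recombinant human TDP2; Quantity: enzyme 120 nM; Read-out basis: percent inhibition; Medium: 50 mM Tris-HCl pH 7.5 with Mg2+, KCl, DTT, BSA; Repeats: single replicate; Compound: 12.8 µM single point, 1% DMSO; Signal: epi absorbance; Reagent: 5 mM T5PNP chromogenic substrate; Benchmarks: no-enzyme high, DMSO-plus-enzyme low.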
rCAG RNA binder: r(CAG) repeat RNA binding; TO-PRO-1 dye displacement fluorescence; inhibition, % at 3 µM; 370,000 tested, 1.3% active; AID 651821;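 active means inhibition above the plate cutoff, the mean of all test compounds on that plate plus 3 SD, cut at about 35% in these data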;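 further: 0% = DMSO alone and 100% = 100 µM mitoxantrone as full dye displacement; higher means more dye released from RNA so lower well fluorescence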
SIAE inh: blocks human sialic acid acetylesterase; Q9HAT2; SIAE FP-Rh probe binding, fluorescence polarization; inhibition, % at 9.66 µM; 370,000 tested, 0.69% active; AID 1053197;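 active means inhibition above a cutoff: mean of compounds within the control limits plus 3 SD of those, cut at about 17% in these data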;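 further: 0% = plate median of compound wells and 100% = probe without SIAE protein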
PRMT1 inh: blocks human protein arginine methyltransferase 1; AID 652257; 370,000 tested, 1.3% active; Q99873; recombinant PRMT1, activity-based probe fluorescence polarization; inhibition, % at 2.79 µM;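 active means inhibition above about 21% made by adding two undisclosed values, limit read from the data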
TCR-CD3 inh: human TCR-CD3 binding inhibition; 360,000 tested, 0.37% active; AID 651800; inhibition, % at 9.4 µM; TAMRA-labeled TCR probe fluorescence, biochemical; in the data active means inhibition above about 19%;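 further: recombinant mutant TCR 2C K166C tagged with TAMRA read by polarization; 0% = receptor in buffer alone and 100% = receptor with positive control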
LEDGF integ inh: blocks HIV-1 LEDGF/p75-dependent DNA integration; TR-FRET IN-LEDGF/p75 DNA integration, Eu/Cy5; AID 743269; 370,000 tested, 0.64% active; inhibition, % at 3.7 µM;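 active means inhibition above the screen-wide mean plus 3 SD, cut at about 13% in these data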;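 further: signal is the Cy5 over europium emission ratio at 671 and 618 nm; 0% = plate median of compound wells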
PG9 binder: PG9 antibody binding by small molecule | TR-FRET gp120-PG9 antibody binding | inhibition, % at 6.7 µM | 360,000 tested, 0.43% active | AID 624416; in the data active means inhibition above about 8.5%
mABHD4 FP: inhibits mouse alpha/beta hydrolase domain 4. Q8VD66. purified mABHD4, FP-Rh probe fluorescence polarization. inhibition, % at 8.92 µM. 370,000 tested, 0.54% active. AID 720543;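 active means inhibition exceeding the mean over every tested compound plus 3 SD, cut at about 30% in these data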;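 further: 0% = plate median of compound wells and 100% = S159A mutant with DMSO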
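Assay system: wild-type mouse ABHD4 protein; compound: single nominal dose of 8.92 µM, 0.89% DMSO final; schedule: 45 min + 60 min at 25 °C; measured by: FP readout, ex 525 nm / em 598 nm; evaluation: % inhibition of FP-Rh probe binding versus controls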
Rev-erbA mod: modulators of human Rev-erb alpha DNA binding. AID 1259318. Rev-erbα–FITC-DNA binding, fluorescence polarization, 90 min. activity, % at 10 µM. 370,000 tested, 0.79% active;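 active means activity above about 14%, limit read from the data; passing the limit was not always enough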;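 further: 0% = DMSO wells with 35 nM protein and 100% = DMSO wells with 750 nM protein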
HTRA1 inh: inhibitors of human serine peptidase HTRA1. Q92743. recombinant HTRA1, FP-rhodamine activity-based probe, fluorescence polarization. inhibition, % at 5.96 µM. 340,000 tested, 0.5% active. AID 504803; in the data active means inhibition above about 36%;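 further: 0% = enzyme with DMSO and 100% = wells lacking enzyme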
Target sequence (Q92743 whole entry, looked up): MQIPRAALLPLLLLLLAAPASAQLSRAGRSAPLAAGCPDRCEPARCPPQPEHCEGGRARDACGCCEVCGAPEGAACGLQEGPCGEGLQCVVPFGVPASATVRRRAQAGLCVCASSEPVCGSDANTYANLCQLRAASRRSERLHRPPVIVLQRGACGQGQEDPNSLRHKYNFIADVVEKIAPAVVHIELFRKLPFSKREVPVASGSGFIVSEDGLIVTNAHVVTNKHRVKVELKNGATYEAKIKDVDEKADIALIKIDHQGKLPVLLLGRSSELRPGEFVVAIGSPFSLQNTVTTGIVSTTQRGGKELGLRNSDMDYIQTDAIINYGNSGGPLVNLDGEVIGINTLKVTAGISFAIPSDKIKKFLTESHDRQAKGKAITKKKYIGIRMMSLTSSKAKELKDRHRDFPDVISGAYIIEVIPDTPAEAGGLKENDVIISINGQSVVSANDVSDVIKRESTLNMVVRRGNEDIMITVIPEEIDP
Active calls of the source: *; / = no result given.

SMILES	TDP2 inh	rCAG RNA binder	SIAE inh	PRMT1 inh	TCR-CD3 inh	LEDGF integ inh	PG9 binder	mABHD4 FP	Rev-erbA mod	HTRA1 inh
CCOc1ccc(S(=O)(=O)Nc2cccc(C(=O)NCC(c3ccco3)N(C)C)c2)cc1 (stereo unspecified)	-2	-2	10	1	1	-2	0.9	-1	10	-1
CCCC(=O)n1nc(-c2ccccc2)nc1SC	10	0	-1	0	3	-2	0.4	-1	-2	-2
O=S(=O)(Nc1ccccc1)c1ccc(F)cc1	0	-4	-6	0	2	0	0.5	0	0	-7
COc1cc2c(cc1OC)CN(C(=O)/C=C/c1ccc(F)cc1)CC2	2	-1	6	0	-3	0	-1.1	1	-3	-3
Cc1ccc(S(=O)(=O)N(C)CC(=O)O/N=C(\N)c2ccc([N+](=O)[O-])cc2)cc1	1	0	7	0	-2	-1	-3.2	2	2	-1
CCCN(CC1CC1)C(=O)CSc1nnc(-c2cc(-c3cccs3)nc3ccccc23)o1	6	4	-9	-1	1	0	1.3	-8	6	-4
CCCCN1C(=O)/C(=C2/C=CC=CN2C)SC1=S	-1	-2	4	2	2	-3	-3.0	4	7	6
O=C(CCN1C(=O)c2ccccc2C1=O)Nc1sc2c(c1C(=O)NCC1CCCO1)CCC2 (stereo unspecified)	19	0	-4	-1	2	-6	1.3	2	-4	-9
CC(C)(C)N(Cc1ccccc1)C(=O)CSc1nnc(CNc2ccc(F)cc2)o1	4	-3	1	1	6	-3	0.6	-3	0	-13
O=C(Nc1ccc(F)c(F)c1)c1ccccc1	3	1	3	-3	7	-1	0.4	-2	-3	-3
O=C(Nc1ccccc1N1CCOCC1)c1ccc([N+](=O)[O-])o1	12	-2	9	4	0	-4	-0.8	2	6	4
Cc1cccc(C(=O)NN2C(=O)C3C(c4ccccc4)C=CC(c4ccccc4)C3C2=O)c1 (stereo unspecified)	-1	9	-47	1	-4	0	-0.4	-52	-2	-38
Cc1ccc(CN(C(=O)c2csnn2)C(C(=O)NC2CCCC2)c2ccco2)cc1 (stereo unspecified)	-4	-7	-10	3	6	-1	0.1	0	-6	3
O=C(COC(=O)c1cc([N+](=O)[O-])ccc1N1CCOCC1)NC1CCCCC1	-1	-1	-8	2	9	3	0.3	4	2	-2
O=C(CCCc1c[nH]c2ccccc12)NCCc1c[nH]c2ccccc12	-26	6	1	-1	4	0	-1.1	-7	-1	3
N#CC1=C(N)Oc2cc(O)c(C=Nc3ccccc3)cc2C1c1ccccc1 (stereo unspecified)	0	4	-1	-2	2	20*	-0.9	-5	3	-16
O=C(Nc1cc(C(F)(F)F)cc(C(F)(F)F)c1)[C@H]1O[C@@H](n2ccc(=O)[nH]c2=O)[C@H](O)[C@@H]1O	-2	1	8	0	1	2	-0.8	-4	-3	/
CN(CC1CCCO1)S(=O)(=O)c1ccc(C(=O)Nc2nc3cc4c(cc3s2)OCO4)cc1 (stereo unspecified)	2	15	-6	0	7	-1	-0.9	-2	2	-7
OC(c1ccccc1)(c1ccccc1)C1CCN(CCCOc2ccc(-c3cncnc3)cc2)CC1	6	3	3	0	2	-4	-1.6	3	-5	/
Cc1cnc(C(=O)OCC(=O)Nc2cccc(Cl)c2)cn1	1	1	-7	-5	3	-3	-0.2	0	0	-13

Reformatted with bars between the fields: part of the list above.
canonical_smiles | TDP2 inh | rCAG RNA binder | SIAE inh | PRMT1 inh | TCR-CD3 inh | LEDGF integ inh | PG9 binder | mABHD4 FP | Rev-erbA mod | HTRA1 inh
COc1cc2c(cc1OC)CN(C(=O)/C=C/c1ccc(F)cc1)CC2 | 2 | -1 | 6 | 0 | -3 | 0 | -1.1 | 1 | -3 | -3
Cc1ccc(S(=O)(=O)N(C)CC(=O)O/N=C(\N)c2ccc([N+](=O)[O-])cc2)cc1 | 1 | 0 | 7 | 0 | -2 | -1 | -3.2 | 2 | 2 | -1
CCCN(CC1CC1)C(=O)CSc1nnc(-c2cc(-c3cccs3)nc3ccccc23)o1 | 6 | 4 | -9 | -1 | 1 | 0 | 1.3 | -8 | 6 | -4
CCCCN1C(=O)/C(=C2/C=CC=CN2C)SC1=S | -1 | -2 | 4 | 2 | 2 | -3 | -3.0 | 4 | 7 | 6
O=C(CCN1C(=O)c2ccccc2C1=O)Nc1sc2c(c1C(=O)NCC1CCCO1)CCC2 (stereo unspecified) | 19 | 0 | -4 | -1 | 2 | -6 | 1.3 | 2 | -4 | -9
CC(C)(C)N(Cc1ccccc1)C(=O)CSc1nnc(CNc2ccc(F)cc2)o1 | 4 | -3 | 1 | 1 | 6 | -3 | 0.6 | -3 | 0 | -13
O=C(Nc1ccc(F)c(F)c1)c1ccccc1 | 3 | 1 | 3 | -3 | 7 | -1 | 0.4 | -2 | -3 | -3
O=C(Nc1ccccc1N1CCOCC1)c1ccc([N+](=O)[O-])o1 | 12 | -2 | 9 | 4 | 0 | -4 | -0.8 | 2 | 6 | 4
Cc1cccc(C(=O)NN2C(=O)C3C(c4ccccc4)C=CC(c4ccccc4)C3C2=O)c1 (stereo unspecified) | -1 | 9 | -47 | 1 | -4 | 0 | -0.4 | -52 | -2 | -38
Cc1ccc(CN(C(=O)c2csnn2)C(C(=O)NC2CCCC2)c2ccco2)cc1 (stereo unspecified) | -4 | -7 | -10 | 3 | 6 | -1 | 0.1 | 0 | -6 | 3
O=C(COC(=O)c1cc([N+](=O)[O-])ccc1N1CCOCC1)NC1CCCCC1 | -1 | -1 | -8 | 2 | 9 | 3 | 0.3 | 4 | 2 | -2
O=C(CCCc1c[nH]c2ccccc12)NCCc1c[nH]c2ccccc12 | -26 | 6 | 1 | -1 | 4 | 0 | -1.1 | -7 | -1 | 3
N#CC1=C(N)Oc2cc(O)c(C=Nc3ccccc3)cc2C1c1ccccc1 (stereo unspecified) | 0 | 4 | -1 | -2 | 2 | 20* | -0.9 | -5 | 3 | -16
O=C(Nc1cc(C(F)(F)F)cc(C(F)(F)F)c1)[C@H]1O[C@@H](n2ccc(=O)[nH]c2=O)[C@H](O)[C@@H]1O | -2 | 1 | 8 | 0 | 1 | 2 | -0.8 | -4 | -3 | /
CN(CC1CCCO1)S(=O)(=O)c1ccc(C(=O)Nc2nc3cc4c(cc3s2)OCO4)cc1 (stereo unspecified) | 2 | 15 | -6 | 0 | 7 | -1 | -0.9 | -2 | 2 | -7
OC(c1ccccc1)(c1ccccc1)C1CCN(CCCOc2ccc(-c3cncnc3)cc2)CC1 | 6 | 3 | 3 | 0 | 2 | -4 | -1.6 | 3 | -5 | /
Cc1cnc(C(=O)OCC(=O)Nc2cccc(Cl)c2)cn1 | 1 | 1 | -7 | -5 | 3 | -3 | -0.2 | 0 | 0 | -13

Additional entries follow:
SMILES	TDP2 inh	rCAG RNA binder	SIAE inh	PRMT1 inh	TCR-CD3 inh	LEDGF integ inh	PG9 binder	mABHD4 FP	Rev-erbA mod	HTRA1 inh
CC(Oc1ccccc1F)C(=O)NNC(=O)CCNC(=O)c1ccco1 (stereo unspecified)	7	0	6	1	1	-3	0.1	16	5	-1
COc1cccc(N2CCN(C3CC(=O)N(c4cccc(Cl)c4)C3=O)CC2)c1 (stereo unspecified)	1	0	-5	9	-5	-4	0.4	4	4	6
CN1C=CC=C/C1=C1\SC(=S)N(CC(=O)O)C1=O	-10	2	5	6	5	4	-2.9	0	1	8
Cc1cc(/C=C(\C#N)C(=O)OCC(=O)Nc2ccc(OC(F)F)cc2)c(C)n1CC(C)C	-13	4	-36	-3	1	5	-3.5	-14	6	-28
CC(=O)c1cccc(NC(=O)CSc2ccc(-c3ccccn3)nn2)c1	-5	-5	-4	1	-2	-2	-0.9	-8	2	2
COc1ccc(N2CCN(c3cc(C)c4ccc(O)cc4n3)CC2)cc1	-1	6	-1	-6	5	2	0.3	4	2	-4
Cc1ccc(-c2nc3n(n2)Cc2ccccc2-3)cc1	-3	-2	-1	0	2	-1	1.5	-5	-1	-21
CC1CCCN(C(C(=O)Nc2ccc3c(c2)OCO3)c2ccccc2)C1 (stereo unspecified)	0	1	-3	-4	-1	2	-1.8	-4	8	-4
CCCNC(=O)C1CCN(S(=O)(=O)c2ccc(-c3nn[nH]n3)cc2)CC1	21	-2	0	-1	-3	-2	-0.5	-1	10	1
O=C(NCc1cccnc1)c1ccc(NS(=O)(=O)c2ccc(F)cc2)cc1	-1	4	-1	-3	-3	4	-3.4	-1	-5	3
CC(=O)Oc1ccc(C(=O)Nc2cc(NC(=O)c3ccc(OC(C)=O)cc3)cc(C(=O)NC(C)(C)C)c2)cc1	1	16	-93	2	-3	0	-1.0	-35	1	13
O=C(O)c1nn(CC(=O)N2CCN(S(=O)(=O)c3ccc(Cl)cc3)CC2)c(=O)c2ccccc12	-2	6	-2	2	-1	3	-1.1	5	10	-2
COc1ccc(C2=CC(=O)CC(c3ccc(OC)cc3)C2)cc1 (stereo unspecified)	0	-3	1	-2	4	-2	0.5	-2	-4	-12
S=c1[nH]nc2ccc3ccccc3n12	-1	0	5	6	0	-7	1.9	3	10	/
CO/N=C/c1ccc(Oc2ccc(C)cc2)c([N+](=O)[O-])c1	10	-2	1	1	3	0	-0.7	-9	4	-8
O=C(CN1C(=O)CSC1=O)N1CCCC(Nc2ccc(F)cc2)C1 (stereo unspecified)	-9	6	6	4	1	3	-0.4	4	-2	-1
COc1ccc(NC(=O)Cc2c(SC)c3ccccc3n2Cc2ccccc2)cc1	14	4	9	0	-3	1	-25	6	7	6
O=C(COC(=O)Cn1cnc2ccccc21)Nc1ccc(OC(F)F)cc1	-3	-1	2	-3	5	4	1.1	0	0	7
O=C(CN1C(=O)c2ccccc2S1(=O)=O)Nc1cccnc1	16	1	-3	0	1	-2	-1.8	3	0	11
Cc1sc2nc3n(c(=O)c2c1C)CCCS3	-3	3	3	0	2	0	-0.9	-7	1	-2
O=C(/C=C/c1cccc(F)c1)OCC(=O)N1CCCc2ccccc21	12	-6	-4	3	0	0	-1.1	-1	0	-7
Cn1cccc1-c1nc2ccc([N+](=O)[O-])cc2[nH]1	8	5	-5	2	7	-3	-0.5	8	1	-12

Already shown: two of the compounds above.
SMILES	TDP2 inh	rCAG RNA binder	SIAE inh	PRMT1 inh	TCR-CD3 inh	LEDGF integ inh	PG9 binder	mABHD4 FP	Rev-erbA mod	HTRA1 inh
O=C(/C=C/c1cccc(F)c1)OCC(=O)N1CCCc2ccccc21	12	-6	-4	3	0	0	-1.1	-1	0	-7
Cn1cccc1-c1nc2ccc([N+](=O)[O-])cc2[nH]1	8	5	-5	2	7	-3	-0.5	8	1	-12

Source: PubChem (several laboratories)

Some of the compounds tested; rates above refer to the full screens.
